RORgamma inh = ROR gamma (mouse) transcription inhibition | 5.4% of 310,000 active | AID 2551 | Drosophila S2 Gal4-RORgamma UAS-luciferase reporter, 20 h | P51450 | Potency, µM (highest dose often 53.6 µM), for inactives: at the top dose activity change, negative = inhibition, actives largely listed as inhibitors; note: potency is the fitted concentration of half-maximal effect; % is set by controls: 0 for no effect and ±100 for the full control effect; nearly all actives have a fitted effect of over 60% in size
Target sequence (P51450 whole entry, looked up, the tested form may be a part): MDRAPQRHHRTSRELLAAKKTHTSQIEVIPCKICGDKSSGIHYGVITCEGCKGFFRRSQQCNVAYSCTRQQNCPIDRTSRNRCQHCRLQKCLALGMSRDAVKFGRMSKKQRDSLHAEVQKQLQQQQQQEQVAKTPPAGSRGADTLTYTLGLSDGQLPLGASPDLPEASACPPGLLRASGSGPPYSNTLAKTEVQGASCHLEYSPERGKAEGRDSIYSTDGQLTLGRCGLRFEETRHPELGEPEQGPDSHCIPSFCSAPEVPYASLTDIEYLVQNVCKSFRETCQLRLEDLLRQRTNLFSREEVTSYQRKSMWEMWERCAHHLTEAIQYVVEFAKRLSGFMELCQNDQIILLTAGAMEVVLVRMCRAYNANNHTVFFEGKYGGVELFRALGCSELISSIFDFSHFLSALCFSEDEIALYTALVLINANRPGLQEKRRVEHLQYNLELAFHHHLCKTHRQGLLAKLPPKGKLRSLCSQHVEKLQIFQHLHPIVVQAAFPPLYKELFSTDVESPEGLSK
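Using a luciferase readout, inhibitors were identified by reduced reporter activity in Drosophila cells coexpressing a copper-inducible Gal4–ROR gamma fusion and UAS-driven Photinus luciferase, incubated 20 hr after 700 uM copper sulfate.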
BRCA1 expr up = BRCA1 expression activation; MCF7-BRCA1-FFLuc reporter, luminescence, 48 h; response scale: scaled: vehicle 0%, 10 µM genistein 100%; Potency, µM (series often up to 46.1 µM), without a hit: at the highest dose activation, most hits filed as activators; 1.1% of 380,000 active; AID 624202; note: potency is the fitted concentration of half-maximal effect; nearly all actives have a fitted effect of over 80% in size; some results filed as inactive show a strong effect at the top dose
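MCF7-BRCA1-FFLuc, 2000 cells/well; 2 h attach, 37 °C/5% CO2; compound 48 h; luciferase substrate 15 min; luminescence end-point. Norm. to genistein 10 microM max activation and DMSO; concentration-response curves fitted.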
ELG1 genotoxic = genotoxicity induction in ELG1-luciferase HEK293T cells | AID 504466 | Potency, µM (top dose mostly 46 µM), without a hit: at the top dose activity change, positive = activation, actives largely listed as activators | 1.3% of 330,000 active | HEK293T ELG1-luciferase reporter, luminescence, 16 h; note: potency is the fitted concentration of half-maximal effect; % of control where 0% means no effect; nearly all actives have a fitted effect of over 60% in size
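Genotoxic stress is detected as increased luminescence from luciferase-tagged ELG1 in HEK293T cells, measured with ONE-Glo after a 16 hr treatment at 37 °C.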
Giardia kill = kills Giardia lamblia. activity change, % at 7.66 µM, hits read low. 0.15% of 340,000 active. Giardia lamblia trophozoite viability; in the data active = activity change below about -80%; inconclusive = between about -30% and that limit;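 note: parasites exposed to compound for two days anaerobically before the ATP read; % is set by controls: 0 for no effect and ±100 for the full control effect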
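Trophozoites 100 cells/well + cpd; 48 hrs, 37 deg C, anaerobic. ATPLite 1-Step added, 15-30 min RT, luminescence read (ATP-based viability).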
FLuc modulator = inhibits or activates purified firefly luciferase, miR-21 counter-screen. P08659. purified FLuc, Km substrates, luminescence inhibition. Potency, µM (doses to about 57.5 µM), inactives show at the top dose activity change, negative = inhibition, hits mostly inhibitors. 6.9% of 360,000 active. AID 588342;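 note: potency is the fitted concentration of half-maximal effect; plate controls were vehicle for no effect and reference inhibitor for full effect; nearly all actives have a fitted effect of over 55% in size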
Target sequence (P08659 whole entry, looked up): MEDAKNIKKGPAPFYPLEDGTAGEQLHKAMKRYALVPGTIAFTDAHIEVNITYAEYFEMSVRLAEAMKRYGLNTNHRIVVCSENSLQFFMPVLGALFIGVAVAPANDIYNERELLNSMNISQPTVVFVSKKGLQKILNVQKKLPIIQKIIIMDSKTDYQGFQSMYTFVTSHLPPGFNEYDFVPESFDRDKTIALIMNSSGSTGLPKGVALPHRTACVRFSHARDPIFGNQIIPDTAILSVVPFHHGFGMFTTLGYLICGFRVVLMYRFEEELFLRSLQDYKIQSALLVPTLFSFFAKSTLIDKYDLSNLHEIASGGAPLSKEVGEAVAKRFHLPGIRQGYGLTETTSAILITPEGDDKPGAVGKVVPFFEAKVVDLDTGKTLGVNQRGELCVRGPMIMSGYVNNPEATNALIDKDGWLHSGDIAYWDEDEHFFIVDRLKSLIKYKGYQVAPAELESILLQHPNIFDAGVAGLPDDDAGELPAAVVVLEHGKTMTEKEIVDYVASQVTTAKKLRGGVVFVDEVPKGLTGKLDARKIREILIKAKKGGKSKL
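Biochemical qHTS of compounds, final roughly 60 µM downward over six points, against 10 nM purified firefly luciferase using Km concentrations of substrates (10 uM D-luciferin, 10 uM ATP) in Tris acetate pH 7.5 buffer; luminescence output.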
Menin-MLL TR inh = displaces Texas Red mutant MLL peptide from human menin; Potency, µM (highest dose often 61.6 µM), without a hit: at the top dose FP activity change, negative = inhibition, usual class: inhibitors; 0.23% of 270,000 active; Menin + Texas Red MLL mutant peptide, fluorescence polarization; active = well fitted inhibition curve with a large enough effect in the polarisation, with a control signal flat, not every such curve was filed as active; inconclusive = small, poorly fitted or top-dose-only effect, or effect the other way, or a change in a side signal; inactive = no such curve, though single readings can be large or run the other way; the % refers to the polarisation; note: potency is the fitted concentration of half-maximal effect; % of control where 0% means no effect; many of its hits are not listed in these tables
PKM2 activator = increases activity of human pyruvate kinase M2. P14618. purified PKM2, Kinase-Glo ATP luminescence, activation; response scale: 0% is enzyme alone, no compound. Potency, µM (doses to about 57.5 µM), for inactives: top-dose activation, hits mostly activators. 0.34% of 260,000 active; note: potency is the fitted concentration of half-maximal effect; % is set by controls: 0 for no effect and ±100 for the full control effect; nearly all actives have a fitted effect of over 55% in size
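Purified hPK-M2 (>95% pure) converted ADP (0.1 mM final) to ATP with 0.5 mM PEP in 50 mM imidazole pH7.2, KCl, MgCl2, Tween 20, BSA; 1 h at room temperature. ATP detected by Kinase-Glo luminescence.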
NPC1 prom act = activators of NPC1 promoter; Huh7 NPC1 promoter luciferase reporter, 24 h; Potency, µM (highest dose often 9.22 µM), without a hit: at the top dose activation, most hits filed as activators; 2.4% of 320,000 active; AID 485313;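 note: potency is the fitted concentration of half-maximal effect; % of control where 0% means no effect; nearly all actives have a fitted effect of over 60% in size; reporter is driven by a mutant NPC1 promoter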
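Cells: Huh7 expressing luciferase under the NPC1 promoter, 1500/well. Seeded 2 h, compound added, incubated 24 h at 37 °C. Luciferase reagent, 10 min ambient, then luminescence.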
Gal4-VP16 FLuc = counter-screen for ROR gamma inhibitors: Gal4-VP16 reporter; Drosophila S2 Gal4-VP16 UAS-luciferase, luminescence, 20 h; Potency, µM (top dose mostly 53.6 µM), without a hit: at the top dose activity, negative = inhibition, usual class: inhibitors; 3.5% of 310,000 active;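 note: Gal4-VP16 expression switched on by copper sulfate through the metallothionein promoter; potency is the fitted concentration of half-maximal effect; % is set by controls: 0 for no effect and ±100 for the full control effect; nearly all actives have a fitted effect of over 50% in size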
Rab9 prom act = activates the Rab9 promoter; Huh7 Rab9 promoter-luciferase reporter, luminescence, 24 h; Potency, µM (series often up to 9.22 µM), for the others: top-dose activation, negative = inhibition, usual class: activators; 2.8% of 320,000 active; note: potency is the fitted concentration of half-maximal effect; % of control where 0% means no effect; nearly all actives have a fitted effect of over 60% in size
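Stable Rab9-luc Huh7, 1500 cells/well, 2 h settle; cmpd in DMSO, 24 h, 37 °C/5% CO2; luciferase reagent 10 min RT; luminescence.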
p53 reactivation = restores transcriptional activity of mutant p53; H1299 p53-A138V BP100-luciferase reporter, luminescence, 24 h; 0.063% of 320,000 active; Potency, µM (doses to about 92.2 µM), inactives show top-dose activity change, positive = activation, actives largely listed as activators; note: potency is the fitted concentration of half-maximal effect; % of control where 0% means no effect; nearly all actives have a fitted effect of over 45% in size
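p53-null H1299 cells stably carrying temperature-sensitive p53-A138V and a BP100-luciferase reporter were pinned with compounds (4-point, 1:5 series) and held 24 hrs at 37 deg C. Luminescence was read 10 min after detection reagent.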
An asterisk follows results filed as active; ? = inconclusive; . = no result given; & = joins results of further samples; [ ] = dose if it differs, or a comment. Unless noted, calls come from the whole dose curve; as a rule, active = well fitted curve in the direction sought with a large enough effect; inconclusive = small, poorly fitted or top-dose-only effect, or another doubt; inactive = no such curve, though single readings can be large; an effect the other way counts as inactive or inconclusive.

SMILES	RORgamma inh	BRCA1 expr up	ELG1 genotoxic	Giardia kill	FLuc modulator	Menin-MLL TR inh	PKM2 activator	NPC1 prom act	Gal4-VP16 FLuc	Rab9 prom act	p53 reactivation
Cc1ccc(C)n1-c1c(C(=O)NN)cnn1-c1ccccc1	?	-24.4%	-2.4%	33.3[activator]	-0.5%	-11.9%	0.0%	-4.0%	-21.3%	1.4%	-3.1%
COC(=O)c1cc(=O)n(Cc2cccs2)c(=NCc2cccs2)s1	-2.7%	0.6%	-2.2%	19.2	-0.5%	2.5%	0.5%	2.9%	-11.3%	-0.1%	-3.5%
C=CCOc1ccccc1C1NC(=O)NC(C)=C1C(=O)NCc1ccccc1 (centres undefined)	3.5%	-1.5%	3.2%	5.6	0.5%	-2.6%	-2.6%	-2.0%	-4.6%	-0.5%	-3.4%
O=C(Oc1cccc(-n2cnnn2)c1)c1ccccc1Cl	-17.4%	-7.3%	-0.1%	7.4	-13.8%	?	-3.8%	-4.9%	-5.4%	-2.5%	3.0%
CC1CCCN(S(=O)(=O)c2ccc3c(c2)c(=O)nc2ccccn23)C1 (centres undefined)	17.5%	1.1%	-4.0%	27.5	1.9%&-0.4%	-1.4%	-0.3%	0.4%	2.5%	-2.3%	-5.9%
CSc1nc(-c2ccc(Cl)cc2)nn1S(=O)(=O)c1ccc(Cl)cc1	-2.7%	10µM*	?	14.7	-18.8%	9.6%	-4.0%	25.9%	-2.2%	3.55µM*	?
COc1ccc2c(c1OC)C(=O)N1C2SC(C)(C)[C@H]1C(=O)NC1CC1 (some centres undefined)	11.4%	5.0%	5.4%	-15.9	-0.6%	-9.9%	-0.5%	0.4%	-5.2%	4.9%	.
Fc1cc(F)nc(NCc2ccccc2)n1	12.8%	0.5%	-3.5%	-7.2	-0.4%	0.6%	.	-0.1%	-2.7%	-1.7%[1.84 µM]	-4.6%
Cc1cc(NC(=O)CSc2ncccc2C(=O)O)no1	-25.2%	-3.3%	2.5%	7.2	-0.1%	-2.2%	-8.0%	-3.2%	0.0%	1.1%	4.5%
COCCCN(C(=O)c1ccco1)c1nc(-c2cc(OC)ccc2OC)cs1	30.5%	-35.3%	-6.6%	11.9	5.3%	-0.2%[11.7 µM]	-0.1%	-0.7%	-13.6%	0.0%	-5.0%
CC(C)C(=O)Nc1cccc(C(=O)OCC(=O)c2ccc(Cl)cc2Cl)c1	?	-1.8%	-0.4%	2.2	1.2µM*	?	-1.2%	0.9%	4.6%	1.8%	15.7%
O=C(O)CC12CC3CC(C1)CC(n1cncn1)(C3)C2	31.1%	0.0%	2.5%	9.4	0.3%	-0.7%	-2.6%	-4.0%	-5.4%[10 µM]	-4.7%	-3.2%
O=C(O)CCC(=O)Nc1nc(-c2ccccc2)cs1	2.9%	-21.1%	-0.4%	8.7	?	-21.5%	-5.0%	1.1%	6.0%	1.2%	-2.7%
CC1C(C(=O)Nc2ccccc2)CCCC1(C)C(=O)O (centres undefined)	-18.7%	3.8%	-3.6%	-5.6	6.7%	-14.8%	4.3%	-2.8%	0.8%	5.1%	-6.0%
COc1ccccc1OCc1nc(C#N)c(N2CCCC2)o1	-2.3%	-7.9%	0.6%	-11.9	6.2%	0.2%	?	-3.2%	-2.6%	-12.1%	-2.2%
O=C(NNC(=O)C1CCCCC1)C(=O)NC1CCCCC1	-21.8%	16.3%	-1.1%	-4.2	0.8%	-6.1%	1.3%	0.7%	-2.7%	-6.5%	-12.7%
O=C1CCN(C2CCN(Cc3nc(Cc4ccccc4F)no3)CC2)CCN1	0.9%	-0.7%	0.0%	-18.2	1.0%	-5.4%	2.2%	-0.8%	-4.5%	0.2%	0.4%
O=C(Cc1ccccc1[N+](=O)[O-])NCc1ccc(Cl)cc1Cl	?	?	?	5.6	6.01µM*	-15.9%	-1.1%	3.98µM*	-26.7%	3.55µM*	?
CCOC(=O)C(NC(=O)Nc1cccc(C)n1)(OCC(F)(F)F)C(F)(F)F (centres undefined)	-0.2%	10.8%	-2.0%	-11.5	-0.5%	15.0%	4.5%	-2.6%	-1.5%	-0.5%	19.4%
CCOc1ccc(N2CC(C(=O)N3CCCCC3)CC2=O)cc1 (centres undefined)	18.5%	-0.4%	0.0%	-17.2	1.3%	-4.8%	-8.2%	-1.4%	-6.2%	4.5%	-0.2%
Oc1ccccc1CNc1cccc2cccnc12	?	21.6%	?	?	16.9µM*	?	19.0%	2.3%	?	27.1%	9.4%
CCOC(=O)C1=C(O)/C(=C\c2cc(C)n(-c3ccc(F)cc3)c2C)N=C1C	15.8%	3.1%	16.3%	-0.8	?	-2.5%	23.1%	0.3%	9.8%	-1.2%	1.8%
COc1ccc(-c2ccc(-c3noc(C)n3)c(OC)n2)cc1	9.0%	86.7%	?	5.2	?	0.5%	5.6%	?	6.5%	?	16.4%
Cc1ccc(C(=O)N/N=C\c2cccc(OC(=O)c3cccc(F)c3)c2)cn1	-18.2%	5.1%	17.8%	-3.5	8.49µM*	14.1%	-0.3%	4.3%	-1.7%	-0.6%	?
COc1ccc(COc2cc(-c3cccc(OC)c3)nc3ccc(NC(C)=O)cc23)cc1	-6.8%&8.4%	0.0%	1.6%	19.1	-12.2%	?	3.7%	0.7%	1.5%&-9.0%	-3.7%	0.1%
CC(C)CNC(=O)NC1C(NC(=O)NCC(C)C)N(C)C(=O)N1C (centres undefined)	0.0%	-17.7%	1.2%	-1.2	1.6%	-10.6%	-11.7%	2.9%	-0.7%	-0.7%	-0.7%
O=C(N/C(=C/c1ccc(Br)cc1)C(=O)N1CCCC1=O)c1ccco1	5.6%	-25.2%	-4.9%	-19.6	5.8%	-5.2%	2.3%	-2.1%	-11.0%	-17.0%	1.8%
COCCSc1nc(N)c(NC(=O)c2ccc(OC)cc2)c(=O)[nH]1	-3.6%	-4.0%	-0.8%	-10.4	-2.9%	?	-3.7%	2.0%	-5.9%	4.3%	0.4%
CCC(=O)Nc1ccccc1C(=O)NC1CCCCC1	33.0%	20.5%	2.4%	-6.4	0.4%	-1.7%	0.0%	2.3%	11.3%	7.2%	4.8%
CNC(=O)CC1C(=O)N(Cc2ccccc2)C(=S)N1NC(=O)c1cccc(F)c1 (centres undefined)	?	-16.0%	0.9%	-23.0	0.4%	3.8%	-3.5%	0.1%	-7.5%	-4.6%	-5.1%
CC(C)n1nnnc1SCC(=O)c1c(N)n(C2CC2)c(=O)[nH]c1=O	.	1.9%	-0.9%	1.3	1.7%	.	.	-2.3%	.	1.7%	-0.3%
O=C(O)CC/C(=C\c1ccc2c(c1)OCO2)c1nc2ccccc2s1	11.0%	-6.7%	?	-12.5	?	-12.9%	.	-3.7%	5.0%	-0.9%	4.4%
CN1CCN(C(=O)CN(c2cccc(Cl)c2)S(=O)(=O)c2ccccc2)CC1	-2.2%	-14.7%	-0.1%	4.3	6.2%	23.5%	0.5%	7.2%	6.0%	-3.7%	-13.3%
CC1=C(C(=O)OCC2CCCO2)C(c2coc3ccccc3c2=O)C2=C(CCCC2=O)N1 (centres undefined)	1.9%	-26.7%	5.0%	-14.5	-1.5%	?	0.9%	-0.2%	9.9%	2.0%	14.0%
COc1ccc(-c2cc(C(=O)NC(C)c3ccccn3)c3ccccc3n2)cc1OC (centres undefined)	.	2.2%	-4.4%	-27.7	7.57µM*	.	.	-1.4%	.	-6.3%	-0.5%
O=c1c2ccccc2nc(SCc2cn3ccsc3n2)n1-c1ccccc1	-20.4%	-27.4%	2.3%	-12.1	-7.0%	-0.6%	6.9%	-1.0%	3.5%	-7.6%	-5.2%
CSCCC(NS(=O)(=O)c1ccc2c(c1)oc(=O)n2C)C(=O)NCc1ccccc1 (centres undefined)	1.6%	-6.6%&5.3%	1.6%	-10.1	0.3%&1.6%	.	-6.0%	-2.2%	2.8%	3.8%	-1.4%
O=[N+]([O-])c1cccc(S(=O)(=O)N2CCN(c3ccccn3)CC2)c1	9.9%	-1.9%	2.4%	3.7	6.7%	17.6%	-7.2%[11.5 µM]	2.2%	2.9%	1.5%	.
CCCCN(C(=O)CCCSc1nc2ccccc2[nH]1)c1c(N)n(Cc2ccccc2)c(=O)[nH]c1=O	-16.0%	-10.6%	0.5%	6.3	1.6%	-15.4%	-0.4%	2.9%	-2.7%	5.0%	25.1%

Screening results: PubChem BioAssay, National Center for Advancing Translational Sciences (NCATS)

The list is partial; count on the stated rates, not on these rows.
